Bioassay records as filed in PubChem.
Dynein cargo inh – blocks dynein driven cargo transport along microtubules | z-score, hits read low | 220,000 tested, 0.47% active | 3617.4 mouse cells, GR-EGFP nuclear translocation imaging; test concentration mostly 20 µM; stimulated with dexamethasone, 1 µM; hits give low values | AID 1381;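 active = plate z-score of nuclear minus cytoplasmic receptor signal below a set negative limit, without overly bright fluorescence or cell loss, cut at about -3.5 in these data, passing the limit was not always enough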;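 note: z-score of nuclear minus cytoplasmic ring GR-EGFP intensity difference per well; some compounds called inactive have numbers as strong as hits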
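Buffer or medium: tetracycline-free induction medium containing charcoal-stripped FBS / Reagent: dexamethasone agonist, 1.0 µM final, for 30 min / Technique: automated 10x imaging of fixed Hoechst-stained cells / Times: induction 48 h, compound 1 h, agonist 30 min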
P. falciparum M1AAP – malaria alanyl aminopeptidase activity blockers – biochemical, fluorogenic H-Leu-NHMec substrate, 1536-well (AID 1445) | inhibition, % at 30 µM; hits with a dose series show IC50 in µM | 220,000 tested, 0.42% active | recombinant M1AAP, H-Leu-NHMec fluorogenic kinetic assay; higher % means a stronger effect;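 active = primary inhibition above the hit cutoff, then over 50% inhibition at one or more dose response concentrations, cut at about 23% in these data, passing the limit was not always enough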;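 note: plate controls were DMSO full reaction for no effect and no enzyme background for full effect; strong numbers were not always called active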
human PMI inhibitors – MPI inhibition at elevated mannose 6-phosphate – biochemical, fluorescence intensity, high mannose 6-phosphate, primary screen (AID 1220) | recombinant PMI enzyme, coupled fluorescence intensity; higher % means a stronger effect | inhibition, % at 20 µM, or IC50 in µM where a hit was titrated | 190,000 tested, 0.66% active
XIAP antagonists – small molecules displacing peptide from XIAP – biochemical, IAP family, fluorescence polarization (AID 1018) | XIAP BIR domain, fluorescence polarization peptide displacement; higher % means a stronger effect | one-dose displacement, % at 20 µM; IC50 in µM for titrated hits | 200,000 tested, 0.007% active; in the data active = displacement above about 50%; note: a part of the inactive calls stands beside numbers as strong as those of hits
SIAH1 antagonists – Siah-1 peptide-binding antagonists, primary screen, biochemical, fluorescence polarization, rhodamine-plectin, uHTS (AID 1817) | Siah-1 / rhodamine-plectin peptide fluorescence polarization; higher % means a stronger effect | displacement, % at 20 µM, or IC50 in µM where a hit was titrated | 290,000 tested, 0.02% active;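 active = displacement of at least 50% at 20 µM, with a fluorescence ratio check between 0.3 and a set limit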;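 note: plate controls were Siah plus tracer with DMSO for no effect and tracer alone without Siah for full effect; strong numbers were not always called active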
AID2073 – inhibitors of Mint1-CaV2.2 protein interaction, biochemical, HTRF (AID 2073). 290,000 tested, 0.19% active. one-dose inhibition, % at 20 µM; IC50 in µM for titrated hits. HTRF protein-protein interaction, Mint1-CaV2.2; higher % means a stronger effect; in the data active = inhibition mostly above about 51%, no sharp cut-off; note: some results filed as inactive read as strong as hits
LYP phosphatase – PTPN22 lymphoid phosphatase activity blockers – biochemical, fluorescence intensity, uHTS (AID 1779); inhibition, % at 11.5 µM; hits with a dose series show IC50 in µM; 290,000 tested, 0.054% active; recombinant LYP phosphatase, fluorescence intensity; higher % means a stronger effect;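 note: plate controls were vehicle with enzyme for no effect and no enzyme for full effect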
PMI inhibitors – MPI enzyme activity inhibition – biochemical, fluorescence intensity, coupled assay, primary screen (AID 1209); one-dose inhibition, % at 20 µM; IC50 in µM for titrated hits; 190,000 tested, 0.42% active; purified PMI enzyme, coupled fluorescence intensity; higher % means a stronger effect;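 note: plate controls were DMSO vehicle for no effect and wells lacking substrate for full effect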
M17LAP inhibition – P. falciparum M17LAP inhibitors, primary screen, biochemical, fluorogenic H-Leu-NHMec substrate, 1536-well (AID 1619); recombinant M17LAP, H-Leu-NHMec fluorogenic kinetic assay; higher % means a stronger effect; inhibition, % at 30 µM, or IC50 in µM where a hit was titrated; 220,000 tested, 0.38% active;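 active = compound inhibiting the enzyme by more than half at any dose during confirmatory dose-response retesting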;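 note: plate controls were full reaction with DMSO carrier for no effect and no enzyme background for full effect; strong numbers were not always called active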
Dynein cargo inh cytoplasmic EGFP – second read-out of Dynein cargo inh, no call of its own (marks repeat the call); z-score; measured here: cytoplasmic GR-EGFP intensity; hits give high values
Dynein cargo inh nuclear GR-EGFP – also measured in Dynein cargo inh; calls as there; z-score; measured here: nuclear GR-EGFP intensity;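 lower value marks the stronger effect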
Dynein cargo inh cell count – second read-out of Dynein cargo inh, no call of its own (marks repeat the call); z-score; measured here: cell count per field
An asterisk follows results filed as active; x = no result given. Cut-off read from the data, not from the text of the source, unless noted: active = inhibition above about 50%; inactive = the rest. Rows were taken by chance, and some 2.1% of all compounds hit somewhere here.

SMILES	Dynein cargo inh	Dynein cargo inh cytoplasmic EGFP	Dynein cargo inh nuclear GR-EGFP	Dynein cargo inh cell count	P. falciparum M1AAP	human PMI inhibitors	XIAP antagonists	SIAH1 antagonists	AID2073	LYP phosphatase	PMI inhibitors	M17LAP inhibition
CC(C)Cc1nnc(NC(=O)CSc2ccccn2)s1	0.1	-0.24	0.43	-0.12	-2%	2%	-5.3%	-2%	2%	-4%	6%	6%
CCN(CC)C(C)C(=O)Nc1c2c(cc3c1CCC3)CCC2 (stereo unspecified)	-0.11	-0.33	-0.25	0.75	0%	-8%	-5.9%	3%	8%	-9%	-16%	-16%
FC(F)(F)c1cc(CCN2C(=S)NC[C@@H]2c2ccccc2)cc(C(F)(F)F)c1	-0.085	-0.72	0.065	0.009	3%	x	x	3%	-6%	1%	x	-7%
Cn1cc(S(=O)(=O)Nc2ccc3c(c2)OCCO3)cn1	-0.35	-0.29	0.02	0.33	2%	-4%	-10%	5%	2%	-5%	-20%	1%
COc1ccc(C2C(C#N)=C(N)N(c3cccnc3)C3=C2C(=O)CC(C)(C)C3)cc1OC (stereo unspecified)	0.76	-0.033	1.8	-1.3	11%	45%	-14%	12%	3%	-11%	7%	22%
CN(c1ccc(OCC(=O)Nc2nc3ccccc3s2)cc1)S(=O)(=O)c1ccccc1	0.62	-0.26	0.22	0.12	7%	16%	-4.0%	1%	22%	4%	12%	-2%
O=C(c1cc(-c2ccncc2)nc2ccccc12)N1CCN(c2ccc(N3CCOCC3)nn2)CC1	-1.4	-0.23	-0.59	0.65	14%	14%	-5.2%	3%	11%	-11%	9%	23%
O=S(=O)(Nc1cccc2c1CCCC2)c1cccc(C(F)(F)F)c1	-0.67	-0.23	-0.14	0.11	-1%	7%	0.5%	4%	2%	0%	19%	-8%
CC(C)CN(CC(C)C)c1ccc(/C=N/n2cnnc2)cc1[N+](=O)[O-]	-3.2	2.2	-1.6	-4.4	6%	41%	-5.8%	2%	-2%	-3%	27%	1%
Nc1nc(-c2ccc(Cl)cc2)nn1C(=O)c1cccnc1	-0.68	-0.22	-0.29	0.7	2%	6%	-3.8%	-6%	-1%	-11%	9%	6%
COc1ccc(C(=O)OCC(=O)c2ccc(C3CCCCC3)cc2)cc1	-0.35	-0.13	-0.43	-0.036	0%	9%	-0.2%	1%	8%	7%	10%	-1%
C=CCn1c(SCC(=O)NCCOC)nnc1-c1cc2c(s1)CCC(CC)C2 (stereo unspecified)	-0.97	-0.22	-0.67	0.4	2%	4%	-9.9%	0%	-4%	-8%	15%	0%
O=C(c1cccc(F)c1)N1CCCC(C(=O)N2CCN(c3ccccc3)CC2)C1 (stereo unspecified)	0.62	-0.21	0.32	-0.068	-4%	x	x	1%	6%	-3%	x	2%
Cc1onc(-c2ccccc2)c1-c1csc(COc2ccccc2)n1	-0.55	-0.17	-0.49	1.2	4%	x	x	14%	4%	-2%	x	0%
Cc1ccc2c(c1)NC(=O)C(CC(=O)O)O2 (stereo unspecified)	-1.2	-0.24	-0.6	0.48	1%	5%	x	1%	1%	-5%	4%	-3%
COc1cc2c(cc1NC(=O)CSc1nc3ccc(C)cc3[nH]1)oc1ccccc12	-0.75	-0.2	-0.21	-0.31	5%	-12%	-7.8%	4%	10%	1%	-6%	-7%
Cc1c(N(C)C(=O)c2ccc3c(c2)OCO3)c(=O)n(-c2ccccc2)n1C	-0.97	-0.23	-0.48	-0.12	-2%	-5%	0.6%	0%	2%	0%	-5%	-12%
O=C(Nc1ccc(OCc2ccccc2)cc1)c1cccc([N+](=O)[O-])c1	0.094	-0.26	0.11	-0.14	1%	-3%	-3.9%	-7%	-8%	-7%	1%	6%
O=C(CCN1C(=O)C2C3C=CC(C3)C2C1=O)Nc1ccc2c(c1)OCO2 (stereo unspecified)	-0.37	-0.29	-0.37	0.55	-6%	18%	-6.3%	4%	-2%	-3%	19%	-8%
Nc1cccc(-c2cn3cccnc3n2)c1	0.41	-0.22	0.19	0.6	7%	0%	-0.7%	-3%	-7%	6%	-8%	45%
CC(C)CC(NC(=O)C(NC(=O)OC(C)(C)C)C(C)C)C(N)=O (stereo unspecified)	0.17	-0.33	0.35	0.11	x	8%	-2.0%	0%	12%	-4%	10%	x
CC(=O)N1CCC2(CC1)CC(=O)c1cc(OCC(=O)NCc3ccc(C)cc3)ccc1O2	2.2	-0.19	1.6	-1.8	9%	11%	-2.8%	-3%	32%	-5%	12%	-189%
Cc1cc(NCCN2CCCCC2)n2c(nc3ccccc32)c1C#N	0.069	-0.26	0.37	-0.38	-1%	9%	-6.3%	-3%	22%	-7%	11%	-11%
Cn1c(=O)c2c(-c3ccccc3)n(-c3ccccc3O)cc2n(C)c1=O	-0.43	-0.31	0.11	0.15	17%	42%	-1.5%	-1%	8%	-4%	8%	12%
Cc1cc(C)nc(/N=C(/NC(=O)Nc2ccc(Cl)c(Cl)c2)Nc2ccccc2)n1	-0.064	-0.26	-0.27	0.19	6%	12%	-1.4%	6%	-1%	-2%	14%	-1%
SMILES	Dynein cargo inh	Dynein cargo inh cytoplasmic EGFP	Dynein cargo inh nuclear GR-EGFP	Dynein cargo inh cell count	P. falciparum M1AAP	human PMI inhibitors	XIAP antagonists	SIAH1 antagonists	AID2073	LYP phosphatase	PMI inhibitors	M17LAP inhibition
CCn1cnc2sc(C(=O)N(Cc3ccc(N(C)C)cc3)Cc3ccco3)c(C)c2c1=O	-0.51	-0.17	0.16	0.78	6%	3%	-4.5%	-2%	12%	-1%	13%	11%
CCCOc1ccc(-c2nnn(CC(=O)c3c[nH]c4ccccc34)n2)cc1	-1.4	-0.0097	-0.56	0.59	9%	-6%	-7.4%	-2%	20%	-2%	-4%	5%
COc1ccc2oc(C)c(C(=O)c3ccc([N+](=O)[O-])cc3)c2c1	-0.41	-0.21	-0.21	0.22	1%	-8%	-2.9%	2%	3%	0%	-10%	0%
CCOc1ccc(S(=O)(=O)N2CCN(Cc3ccccc3)CC2)c2cccnc12	0.53	-0.24	0.44	-0.23	2%	46%	-0.1%	-1%	1%	-6%	13%	6%
COc1cc(NC2c3ccccc3C(=O)N2c2ccc(C)cn2)cc(OC)c1OC (stereo unspecified)	1.2	-0.038	0.93	-1.1	5%	-2%	-8.8%	-4%	-5%	-10%	9%	3%
COc1ccc(CC(=O)Nc2cc(C)on2)cc1	-0.52	-0.28	0.18	0.33	-6%	8%	0.8%	0%	-2%	-7%	7%	6%
CCCSc1nc(C)cc(C)c1C(N)=O	-0.59	-0.23	-0.93	0.85	-4%	-5%	0.1%	-1%	2%	-1%	-2%	-5%
CC(C)NCC(O)COc1c(F)cc(Br)cc1F (stereo unspecified)	0.14	0.022	0.4	-0.61	-4%	4%	-3.5%	0%	26%	-4%	2%	10%
CCCCOc1ccc(N(CC(=O)NC(C)C)C(=O)CCC(=O)Nc2ccccn2)cc1	-0.54	-0.28	-0.12	0.62	3%	-2%	-14%	3%	3%	-3%	-5%	-3%
O=C(NC12CC3CC(CC(C3)C1)C2)C1=COCCO1	-0.41	-0.19	0.028	0.44	-2%	-2%	-3.6%	1%	-2%	-10%	-4%	45%
O=C(c1cc(F)c(F)cc1Cl)N1CCN(c2ccc([N+](=O)[O-])c3ncccc23)CC1	0.18	-0.2	0.37	-0.6	-1%	46%	-14%	-5%	-1%	1%	18%	-8%
CCOC(=O)c1c(NS(=O)(=O)c2cccc(OC)c2)sc2c1CCC2	-0.47	-0.24	-0.42	0.33	15%	-18%	-4.0%	0%	73%	-6%	-6%	13%
CCOC(=O)N1CCC(NC(=O)c2cc(C)c3c(C)nn(-c4ccccc4)c3n2)CC1	-0.75	-0.24	-0.23	1.9	9%	8%	-7.2%	5%	32%	-7%	8%	2%
Cn1cc(S(=O)(=O)Nc2ccc(F)cc2F)c(=O)n(C)c1=O	0.34	-0.12	0.25	0.17	8%	1%	-0.1%	0%	27%	-10%	-2%	5%
Cc1nc(C)c(C(=O)NCCC(c2ccccc2)c2ccccc2)o1	0.21	-0.29	0.23	0.29	-2%	-3%	-3.9%	2%	9%	3%	-2%	3%
Cc1cc(Cl)c(S(=O)(=O)Nc2ccc(Cl)cn2)cc1OCC(N)=O	-0.31	-0.13	0.27	-1.4	-1%	-5%	0.5%	19%	13%	-4%	-7%	13%
CCCN1CCN(CCCNC(=O)CCn2nc(-c3ccccc3)ccc2=O)CC1	1.2	-0.18	0.82	-1.1	0%	-12%	-5.2%	-2%	-4%	-9%	-9%	-7%
COc1ccc(C(=O)N2CCN(Cc3nc(CC4CC4)no3)CC2)cc1	-0.46	-0.29	-0.41	1.1	3%	-4%	-4.1%	0%	28%	-3%	6%	-5%
COc1ccc(C)cc1S(=O)(=O)N(CC(=O)Nc1ccc2c(c1)OCCO2)Cc1ccccc1	0.25	0.29	0.37	0.42	4%	8%	-2.7%	4%	-6%	-1%	14%	-1%
Cc1ccc(CNC(=O)C2CCC(CNc3nc(=S)[nH]c4ccccc34)CC2)cc1 (stereo unspecified)	0.44	-0.049	0.56	-1.8	3%	-14%	-4.7%	3%	18%	-5%	-18%	2%
CCOC(=O)Cn1c(=NC(=O)C(C)C)sc2c(C)cc(C)cc21	1.9	-0.11	1.4	-1.1	1%	x	x	-7%	10%	2%	x	-5%
CC1CCN(S(=O)(=O)N2CCC(C(=O)NCc3cccnc3)CC2)CC1	0.53	-0.73	0.2	-1.1	4%	x	x	-1%	8%	-6%	x	9%
Cc1nnc(SCC(=O)NCc2ccccc2Cl)n(N)c1=O	-0.32	-0.16	0.21	0.82	2%	11%	-1.4%	-3%	9%	-3%	2%	-3%
CCCOc1ccc(N2C(=O)CC(NCCc3ccc(S(N)(=O)=O)cc3)C2=O)cc1 (stereo unspecified)	-0.99	-0.35	-0.53	0.84	3%	-4%	-4.3%	-2%	-8%	-5%	2%	-6%
CNC(=O)NC(=O)COC(=O)c1ccc(-n2c(C)ccc2C)cc1	-1	-0.2	-0.43	0.14	3%	-4%	-7.2%	-2%	8%	3%	3%	4%
